Screens (PubChem BioAssay)
RPL19A TOR yeast: modulators of TOR pathway RPL19A-GFP in S. cerevisiae. percent response vs DMSO, % at 10 µM. AID 2025. S. cerevisiae RPL19A-GFP strain, flow cytometry, 3 h; active compounds read low. 330,000 tested, 0.3% active;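 active = percent response vs DMSO below 50%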;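 note: median channel GFP fluorescence of the barcoded RPL19A-GFP strain; ratio of sample median GFP to plate DMSO average so 100% = DMSO; lower means less RPL19A-GFP as with rapamycin TOR inhibition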
GASC-1 inh: inhibitors of human GASC-1 (JMJD2C) demethylase | Q9H3R0 | GST-JMJD2C(1-420) H3K9me3 demethylation, DELFIA europium | inhibition, % at 2.35 µM | 330,000 tested, 0.069% active;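 active = more than half of a compound's replicate wells show inhibition beyond 50%, single wells judged on their own value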;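 note: signal counts dimethyl H3K9 product captured on neutravidin plate; 0% = median of DMSO wells and 100% = 0.3 times that DMSO median; strong numbers were not always called active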
LAP4 TOR yeast: alters LAP4-GFP fluorescence in TOR pathway yeast screen; S. cerevisiae LAP4-GFP multiplex, flow cytometry GFP, 3 h; median GFP as percent of DMSO wells; GFP response vs DMSO, % at 10 µM; 320,000 tested, 0.34% active; AID 2023;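 active = GFP response vs DMSO above a set limit, about the screen mean plus 3 SD, cut at about 150% in these data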
CIT2 TOR yeast: alters CIT2-GFP fluorescence in TOR pathway yeast screen | GFP response vs DMSO, % at 10 µM | 320,000 tested, 0.065% active | AID 2029 | S. cerevisiae CIT2-GFP strain, flow cytometry, 3 h; 100 means same as DMSO wells;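 active = GFP response relative to DMSO above a set limit, near the screen mean plus 3 SD, cut at about 150% in these data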;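 note: ratio of well median GFP fluorescence to mean of DMSO wells on the plate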
MEP2 TOR yeast: alters MEP2-GFP fluorescence in TOR pathway yeast screen. S. cerevisiae MEP2-GFP strain, flow cytometry GFP, 3 h; 100% = DMSO control level. GFP response vs DMSO, % at 10 µM. 330,000 tested, 0.51% active. AID 2016;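 active = GFP response versus DMSO above a set limit, roughly screen mean plus 3 SD, cut at about 180% in these data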;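 note: median GFP fluorescence of the barcode-gated MEP2-GFP cells per well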
GRK2 aptamer HTS: human GRK2 inhibition via aptamer displacement. bead flow cytometry, FAM-aptamer displacement from GRK2. AID 488847. 330,000 tested, 0.59% active. P25098. inhibition of aptamer binding, % at 10 µM;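 active = inhibition of aptamer binding above 40%, roughly 3 SD of noise, on plates passing a quality check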;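 note: median bead fluorescence of bound FAM aptamer so fluorescent compounds give negative values; no value below 0 was filed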
VLA-4 inh: inhibition in a human VLA-4 binding assay; VLA-4 expressing cells, ligand binding flow cytometry; inhibition, % (about 7 µM as worked out from the volumes in the protocol); 330,000 tested, 0.2% active; in the data active = inhibition above about 50%
Target sequence (P13612 whole entry, looked up): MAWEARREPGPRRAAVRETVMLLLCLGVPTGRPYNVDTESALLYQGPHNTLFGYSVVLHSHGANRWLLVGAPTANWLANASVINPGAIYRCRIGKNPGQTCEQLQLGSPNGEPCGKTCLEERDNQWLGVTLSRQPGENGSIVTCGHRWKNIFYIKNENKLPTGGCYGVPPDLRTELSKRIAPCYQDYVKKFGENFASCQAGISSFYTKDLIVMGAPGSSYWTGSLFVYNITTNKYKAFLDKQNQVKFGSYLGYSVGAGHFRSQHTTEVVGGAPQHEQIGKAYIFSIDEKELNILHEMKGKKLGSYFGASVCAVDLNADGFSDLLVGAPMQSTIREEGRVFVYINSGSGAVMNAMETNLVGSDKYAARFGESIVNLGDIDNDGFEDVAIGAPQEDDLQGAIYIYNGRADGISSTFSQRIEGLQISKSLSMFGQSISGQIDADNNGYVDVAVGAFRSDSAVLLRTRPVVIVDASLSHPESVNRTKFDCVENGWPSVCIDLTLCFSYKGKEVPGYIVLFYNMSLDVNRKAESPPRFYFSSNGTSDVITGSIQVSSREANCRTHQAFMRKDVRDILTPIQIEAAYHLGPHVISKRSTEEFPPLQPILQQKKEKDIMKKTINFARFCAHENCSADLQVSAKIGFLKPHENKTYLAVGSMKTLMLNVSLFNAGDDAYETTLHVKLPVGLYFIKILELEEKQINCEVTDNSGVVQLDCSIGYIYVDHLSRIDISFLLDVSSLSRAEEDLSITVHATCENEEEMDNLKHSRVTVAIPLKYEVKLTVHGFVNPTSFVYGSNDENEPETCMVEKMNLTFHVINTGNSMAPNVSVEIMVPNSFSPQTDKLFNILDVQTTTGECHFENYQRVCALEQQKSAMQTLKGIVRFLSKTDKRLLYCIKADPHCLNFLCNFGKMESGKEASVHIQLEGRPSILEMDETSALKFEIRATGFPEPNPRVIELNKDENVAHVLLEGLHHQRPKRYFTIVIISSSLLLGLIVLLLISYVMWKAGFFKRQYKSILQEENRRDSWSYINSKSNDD
AGP1-GFP MLPCN: modulators of TOR pathway AGP1-GFP in S. cerevisiae. S. cerevisiae AGP1-GFP multiplex flow cytometry, 3 h; GFP as percent of DMSO wells. GFP response vs DMSO, % at 10 µM. 320,000 tested, 0.02% active. AID 2066;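 active = GFP response relative to DMSO above a set limit, near screen average plus 3 SD, cut at about 150% in these data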;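 note: median GFP channel fluorescence of the gated AGP1 strain per well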
* = called active by the depositor; i = inactive; nt = no result given; [ ] = another dose, or the depositor's remark. No enrichment for hits (roughly 1.7% active in at least one column).

SMILES | RPL19A TOR yeast | GASC-1 inh | LAP4 TOR yeast | CIT2 TOR yeast | MEP2 TOR yeast | GRK2 aptamer HTS | VLA-4 inh | AGP1-GFP MLPCN
CC1Cc2c([nH]c3ccccc23)C2c3ccccc3CN12 (stereo not drawn) | 101 | 6 | 97 | 96 | 109 | 4 | -11 | 53
O=C(Nc1c2c(nn1-c1ccc(F)cc1)CS(=O)C2)c1ccc(S(=O)(=O)N2CCOCC2)cc1 (stereo not drawn) | 98 | 7 | 90 | 92 | 94 | 4 | 6 | 94
O=C(NNS(=O)(=O)c1ccc([N+](=O)[O-])cc1)C(=O)Nc1cccc(C(=O)O)c1 | 77 | 27 | 77 | 90 | 83 | 69* | 4 | 50
Cc1cc(C)c(S(=O)(=O)NCCOc2ccccc2)c(C)c1-n1cnnn1 | 103 | 3 | 102 | 100 | 105 | 0 | 11 | 102
CC(C)c1nc2ccc(NC(=O)C3CCCCC3)cc2[nH]1 | 103 | nt | 108 | 112 | 108 | 1 | 1 | 108
N#CC1=C(S)N(c2ccccc2)C(c2ccc(-c3ccccc3Cl)o2)NC1=O (stereo not drawn) | 107 | -42 | 109 | 107 | 114 | 0 | -15 | 105
COc1ccc(Br)cc1CN(C)C(=O)CNC(=O)c1ccc2ccccc2c1 | 101 | 2 | 106 | 102 | 103 | 0 | 16 | 100
NNC(=O)CSc1nnnn1-c1ccccc1 | 99 | 3 | 105 | 97 | 99 | 1 | -1 | 112
CCN(CC)S(=O)(=O)c1ccc(C)c(NC(=O)CSc2nc3ccc(C)cc3[nH]2)c1 | 100 | 9 | 87 | 95 | 107 | 0 | 11 | 89
COc1ccc(NC(=O)CSc2nc(C)cs2)c([N+](=O)[O-])c1 | 95 | 1 | 99 | 81 | 99 | 5 | -1 | 87
CC(C)(C)CC(C)(C)c1ccc(OCCOCC[N+](C)(C)Cc2ccccc2)cc1 | 105 | nt | 94 | 89 | 100 | 0 | 9 | 98
CCOc1ccc(C(=O)N2CCC(C(=O)c3ccc4c(c3)OCCO4)CC2)cc1 | 91 | -6 | 106 | 95 | 94 | 0 | -11 | 94
COc1ccc(C(=O)Nc2ccc3nc(C)c(C)nc3c2)cc1 | 102 | -4 | 107 | 106 | 102 | 1 | 0 | 99
CCN(CC(=O)Nc1c(F)cccc1F)C(=O)c1ccc(C2SCCS2)cc1 | 98 | -2 | 117 | 105 | 105 | 4 | 6 | 107
CCCCc1cc2ccccc2c(OCCN(C)C)n1 | 97 | -2 | 92 | 104 | 97 | 0 | 10 | 101
O=C(CCl)Nc1cccc(S(=O)(=O)N2CCCCCC2)c1 | 102 | -5 | 108 | 111 | 104 | 0 | -1 | 109
CC(=O)Nc1ccc(S(=O)(=O)NNC(=O)CCc2ccccc2)cc1 | 91 | 9 | 96 | 100 | 90 | 0 | -9 | 97
Cc1ccccc1-n1nc2c(c1NC(=O)C1CCCC1)CS(=O)(=O)C2 | 102 | 6 | 89 | 112 | 111 | 3 | 7 | 99
CC(=O)Nc1ccc2nc(SCC(=O)NCCOc3ccccc3)sc2c1 | 100 | 1 | 92 | 96 | 92 | 0 | 6 | 96
O=C(Cc1ccc(Cl)cc1)NCC(=O)N1CCCC1 | 99 | 1 | 95 | 105 | 98 | 0 | -5 | 101

Full records, looked up by structure:
Profile of CC(=O)Nc1ccc2nc(SCC(=O)NCCOc3ccccc3)sc2c1 → RPL19A TOR yeast = 100; GASC-1 inh = 1; LAP4 TOR yeast = 92; CIT2 TOR yeast = 96; MEP2 TOR yeast = 92; GRK2 aptamer HTS = 0; VLA-4 inh = 6; AGP1-GFP MLPCN = 96
Profile of CC(=O)Nc1ccc(S(=O)(=O)NNC(=O)CCc2ccccc2)cc1 → RPL19A TOR yeast = 91; GASC-1 inh = 9; LAP4 TOR yeast = 96; CIT2 TOR yeast = 100; MEP2 TOR yeast = 90; GRK2 aptamer HTS = 0; VLA-4 inh = -9; AGP1-GFP MLPCN = 97

(next part)
SMILES | RPL19A TOR yeast | GASC-1 inh | LAP4 TOR yeast | CIT2 TOR yeast | MEP2 TOR yeast | GRK2 aptamer HTS | VLA-4 inh | AGP1-GFP MLPCN
O=C(COC(=O)C1CCCO1)Nc1nc(-c2ccc(F)cc2)cs1 (stereo not drawn) | 97 | -107 | 91 | 109 | 96 | 3 | 13 | 95
CCC(=O)Nc1cccc(C(=O)Nc2nccs2)c1 | 97 | -2 | 102 | 102 | 100 | 0 | 4 | 102
Clc1ncccc1OCc1ccccc1 | 95 | 6 | 116 | 96 | 97 | 0 | 2 | 113
O=[N+]([O-])c1cccc(-c2ccc(CN3CCCCC3)o2)c1 | 108 | 4 | 95 | 107 | 107 | 0 | 10 | 102
NC(=O)C1CCN(c2ncc(C(F)(F)F)cc2Cl)CC1 | 95 | -1 | 101 | 88 | 101 | 4 | 6 | 96
Cc1cc(C)c(C)c(S(=O)(=O)N2CCC(C(=O)Nc3ccncc3)CC2)c1C | 94 | 5 | 94 | 94 | 89 | 11 | 4 | 101
CC(C)OCC(O)CN1CCN(C(c2ccccc2)c2ccccc2)CC1 (stereo not drawn) | 107 | -2 | 93 | 105 | 106 | 1 | -4 | 101
O=[N+]([O-])c1cccc(-c2nc(Oc3ccc(Cl)cc3)c3ccccc3n2)c1 | 100 | 18 | 92 | 98 | 99 | 0 | 5 | 101
CC(C)COc1ccc(CN=C(N)N=C(N)N)cc1Cl | 95 | 10 | 95 | 95 | 96 | 0 | 6 | 94
Cc1ccc(N2CC(C(=O)NCc3ccccn3)CC2=O)cc1 (stereo not drawn) | 101 | 7 | 104 | 97 | 101 | 4 | 23 | 101
Cc1ccc(C(C)C)c(OCC(O)CN2CCN(CCO)CC2)c1 (stereo not drawn) | 99 | -2 | 103 | 96 | 104 | 2 | 5 | 102
CCOC(=O)c1c(NC(=O)COC(=O)c2cnc(C)cn2)sc(C(=O)N(C)C)c1C | 98 | 3 | 101 | 96 | 102 | 1 | -4 | 110
O=C(CN1C(=O)C(=O)N(CCC2=CCCCC2)C1=O)Nc1ccc(F)cc1F | 103 | -1 | 107 | 102 | 102 | 3 | 6 | 110
CC(Sc1nncn1-c1ccccc1)C(=O)Nc1cccc([N+](=O)[O-])c1 (stereo not drawn) | 104 | -26 | 96 | 97 | 107 | 0 | 31 | 98
CC(Nc1ccc2c(c1)OCCO2)C(=O)N1CCc2ccccc21 (stereo not drawn) | 90 | 12 | 96 | 89 | 98 | 0 | -9 | 98
O=C(Nc1ccc(F)cc1F)N1CCN(C/C=C/c2ccccc2)CC1 | 100 | 6 | 101 | 99 | 95 | 0 | 55* | 102
COc1ccc(CCNC(=O)c2ccc(CNS(=O)(=O)c3cc(C)ccc3C)cc2)cc1OC | 96 | 4 | 104 | 105 | 95 | 2 | 9 | 104
O=C(CSc1nc(-c2ccco2)cc(C(F)(F)F)n1)Nc1ccc(C(=O)N2CCCCC2)cc1 | 103 | 31 | 102 | 99 | 107 | 3 | -7 | 101
CN(Cc1cccs1)C(=O)c1cc(S(=O)(=O)N2CCOCC2)ccc1N1CCCC1 | 99 | -7 | 96 | 94 | 100 | 0 | 0 | 99
Cc1nc2nc(-c3ccccc3)nn2c(C)c1Cl | 99 | 4 | 122 | 95 | 100 | 3 | 6 | 107
Cc1sc2ncn(CC(=O)NCC(=O)N3CCN(c4ccccc4F)CC3)c(=O)c2c1C | 102 | -1 | 94 | 108 | 96 | 1 | 12 | 104
COc1ccc(C(=O)Nc2nnc(S(=O)(=O)N3CCC(C)CC3)s2)cc1OC | 102 | -8 | 94 | 99 | 105 | 5 | 11 | 105
CNc1nc(SCC(=O)Nc2ccc(Cl)c(Cl)c2)nc(N2CCOCC2)n1 | 101 | 6 | 95 | 98 | 91 | 3 | 4 | 103
CN(C)S(=O)(=O)c1ccc(C(=O)OCCN=C2NS(=O)(=O)c3ccccc32)cc1 | 99 | 4 | 97 | 123 | 96 | 8 | 3 | 103
CCOc1ccc2nc(NS(=O)(=O)c3cccs3)sc2c1 | 111 | 8 | 107 | 108 | 119 | 0 | 3 | 109
CCOc1ccccc1C(=O)Nc1cc(C(=O)NCC(C)C)ccc1Cl | 109 | 0 | 110 | 96 | 96 | 1 | 17 | 102
CCc1nc2ccccc2n1Cc1ccc(OC)c(OC)c1 | 94 | -4 | 96 | 87 | 96 | 2 | 10 | 91
COc1ccc(-c2[nH]c(-c3ccccc3)nc2SCC(=O)NCc2ccco2)cc1OC | 94 | -2 | 102 | 93 | 98 | 5 | -1 | 96
CS(=O)(=O)N(CC(=O)N1CCN(Cc2ccccc2)CC1)c1ccc(F)cc1 | 104 | 14 | 96 | 105 | 104 | 0 | 18 | 103
CCc1[nH]nc2c1C(c1ccc(Br)s1)C(C#N)=C(N)O2 (stereo not drawn) | 98 | -105 | 131 | 98 | 102 | 1 | 17 | 102
CCCn1c(N)c(N(CCOC)C(=O)C(C)Oc2ccc(F)cc2)c(=O)[nH]c1=O (stereo not drawn) | 93 | 1 | 112 | 90 | 87 | 0 | 0 | 104
O=C(COC(=O)c1ccc(O)cc1)Nc1ncc(Cl)cc1Cl | 96 | 19 | 102 | 97 | 95 | 7 | 2 | 105
COc1cc(-c2cc(C(F)(F)F)n3ncc(C(=O)O)c3n2)cc(OC)c1OC | 98 | -7 | 98 | 97 | 102 | 1 | -3 | 98
Cc1ccc(-c2nnn(CC(=O)N(c3cccc(F)c3)C(C(=O)NC3CCCC3)c3ccco3)n2)o1 (stereo not drawn) | 97 | 123 | 98 | 93 | 100 | 0 | -6 | 98
CCN1CCN(C(=S)NC(=O)/C=C/c2cccs2)CC1 | 99 | 5 | 91 | 90 | 97 | 0 | 13 | 98
CN(C)S(=O)(=O)c1ccc2c(c1)/C(=C/c1cc3c([nH]1)CCCC3)C(=O)N2 | 103 | nt | 123 | 88 | 105 | 0 | i | 91
Cc1cc(C)c(S(=O)(=O)N2CCOC2CNC(=O)C(=O)NCc2ccncc2)c(C)c1 (stereo not drawn) | 105[may fluoresce green] | -2 | 98[may fluoresce green] | 104[may fluoresce green] | 100[may fluoresce green] | 0 | -5 | 105[may fluoresce green]

Among those listed so far, these have a Cl atom:
SMILES | RPL19A TOR yeast | GASC-1 inh | LAP4 TOR yeast | CIT2 TOR yeast | MEP2 TOR yeast | GRK2 aptamer HTS | VLA-4 inh | AGP1-GFP MLPCN
N#CC1=C(S)N(c2ccccc2)C(c2ccc(-c3ccccc3Cl)o2)NC1=O (stereo not drawn) | 107 | -42 | 109 | 107 | 114 | 0 | -15 | 105
O=C(CCl)Nc1cccc(S(=O)(=O)N2CCCCCC2)c1 | 102 | -5 | 108 | 111 | 104 | 0 | -1 | 109
O=C(Cc1ccc(Cl)cc1)NCC(=O)N1CCCC1 | 99 | 1 | 95 | 105 | 98 | 0 | -5 | 101
Clc1ncccc1OCc1ccccc1 | 95 | 6 | 116 | 96 | 97 | 0 | 2 | 113
NC(=O)C1CCN(c2ncc(C(F)(F)F)cc2Cl)CC1 | 95 | -1 | 101 | 88 | 101 | 4 | 6 | 96
O=[N+]([O-])c1cccc(-c2nc(Oc3ccc(Cl)cc3)c3ccccc3n2)c1 | 100 | 18 | 92 | 98 | 99 | 0 | 5 | 101
CC(C)COc1ccc(CN=C(N)N=C(N)N)cc1Cl | 95 | 10 | 95 | 95 | 96 | 0 | 6 | 94
Cc1nc2nc(-c3ccccc3)nn2c(C)c1Cl | 99 | 4 | 122 | 95 | 100 | 3 | 6 | 107
CNc1nc(SCC(=O)Nc2ccc(Cl)c(Cl)c2)nc(N2CCOCC2)n1 | 101 | 6 | 95 | 98 | 91 | 3 | 4 | 103
CCOc1ccccc1C(=O)Nc1cc(C(=O)NCC(C)C)ccc1Cl | 109 | 0 | 110 | 96 | 96 | 1 | 17 | 102
O=C(COC(=O)c1ccc(O)cc1)Nc1ncc(Cl)cc1Cl | 96 | 19 | 102 | 97 | 95 | 7 | 2 | 105
